Assay outcomes as filed in PubChem BioAssay.
RBX1-CUL1 inh: human ROC1-CUL1 E3 ligase inhibition; P62877+Q13616; in vitro K48 di-Ub FRET, acceptor:donor ratio, 45 min; inhibition, % at 10 µM; 140,000 tested, 0.6% active; AID 1347404; in the data active = inhibition above about 25%
Target sequence (P62877 whole entry, looked up): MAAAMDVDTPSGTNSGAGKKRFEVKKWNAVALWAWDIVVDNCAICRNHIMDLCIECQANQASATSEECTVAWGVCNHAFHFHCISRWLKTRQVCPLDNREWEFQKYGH
Target sequence (Q13616 whole entry, looked up): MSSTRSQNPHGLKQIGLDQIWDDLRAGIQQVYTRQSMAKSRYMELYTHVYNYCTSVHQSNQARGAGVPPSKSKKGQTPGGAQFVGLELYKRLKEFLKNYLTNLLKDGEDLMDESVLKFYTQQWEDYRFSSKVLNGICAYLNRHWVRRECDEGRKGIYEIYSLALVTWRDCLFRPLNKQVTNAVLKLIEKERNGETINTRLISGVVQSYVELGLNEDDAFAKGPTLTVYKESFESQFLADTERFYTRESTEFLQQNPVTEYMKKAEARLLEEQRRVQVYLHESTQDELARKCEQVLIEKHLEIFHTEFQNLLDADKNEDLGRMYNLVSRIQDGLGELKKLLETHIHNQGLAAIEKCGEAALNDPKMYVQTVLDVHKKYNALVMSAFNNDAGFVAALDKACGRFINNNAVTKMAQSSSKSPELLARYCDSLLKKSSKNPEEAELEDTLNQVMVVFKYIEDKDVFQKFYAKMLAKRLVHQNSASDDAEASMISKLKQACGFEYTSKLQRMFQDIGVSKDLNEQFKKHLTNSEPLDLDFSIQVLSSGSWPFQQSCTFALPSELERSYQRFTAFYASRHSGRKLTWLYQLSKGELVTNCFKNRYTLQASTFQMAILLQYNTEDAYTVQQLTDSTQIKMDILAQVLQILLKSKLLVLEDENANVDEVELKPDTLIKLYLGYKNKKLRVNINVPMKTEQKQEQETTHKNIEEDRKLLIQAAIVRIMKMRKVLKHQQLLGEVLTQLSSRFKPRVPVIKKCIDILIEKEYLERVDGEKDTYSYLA
* marks the source's active call; other numbers are inactive results.

SMILES | RBX1-CUL1 inh
Cc1nn(C)c(C(=O)N2CCN(c3cccc(C(F)(F)F)c3)CC2)c1[N+](=O)[O-] | -2
O=C(NC1c2ccccc2CSc2ccccc21)NC1c2ccccc2CSc2ccccc21 (stereo unspecified) | -5
O=C(CN(c1ccccc1F)S(=O)(=O)c1ccccc1)NCCSCc1ccccc1Cl | -5
Nc1c(C(=O)NCc2ccccc2)sc2nc3c(c(-c4ccco4)c12)CCCC3 | 0
Cc1cc2ncc(Cl)nc2cc1C | -6
CCOc1ccccc1-c1noc(CSc2nnc(-c3ccccc3)n2-c2ccc(F)cc2)n1 | 6
CN(C)CCN(Cc1ccco1)C(=O)c1oc2ccccc2c1NC(=O)c1ccccc1 | -6
COc1ccccc1Nc1cc(C)nc2c(C)c(C)cc(N)c12 | 12
CCc1ccc(NC(=O)c2ccnc(C(C)(C)C)c2)cc1 | 10
Nc1ccc(Cc2ccc(NC(=O)C3CCCCC3)cc2)cc1 | 1
CC1(C)OC(C)(C)C(C=Nc2ccccc2)C1=O (stereo unspecified) | -7
CCOCCCNC(=O)c1cnc2sc(N3CCCCCC3)nn2c1=O | 0
COC(=O)c1cc(CNC(=O)CCc2ccc3c(c2)OCO3)cc(NC(=O)c2ccccc2OC)c1 | 5
c1ccc(C(c2nnnn2-c2ccccc2)N2CCOCC2)cc1 (stereo unspecified) | -7
Cc1c(C(=O)N(Cc2ccccc2F)C2CCS(=O)(=O)C2)oc2ccc(F)cc12 (stereo unspecified) | -3
COc1ccc(Cl)cc1NC(=O)CCC1CCCN(C(=O)C(=O)c2ccco2)C1 (stereo unspecified) | 6
O=C(CSc1nnc2ccccn12)c1cccc2ccccc12 | 3
Cn1c(CSCc2ccc(Cl)c(Cl)c2)nnc1SCC(=O)Nc1ccccc1 | 1
CCOC(=O)COc1cc(C)c(Cl)cc1C(=O)c1ccn2nc(-c3ccc(OC)cc3)cc2n1 | 13
O=C(NCC(c1cccs1)S(=O)(=O)c1cccs1)c1ccccc1 (stereo unspecified) | -5
CC(C)c1ccccc1OCC(=O)Nc1ccccc1C(N)=O | -2
COC(=O)C1CCN(C(=O)Cn2cnc3c2c(=O)n(C)c(=O)n3C)CC1 | -9
Cc1cc(C)c2c(n1)SCC(=O)N2CC(=O)Nc1ccccc1C | 3
Cc1ccccc1N=Nc1c(C)[nH]n(C(N)=S)c1=O | 4
COc1ccc(-c2csc3nc(SCc4ccccc4)[nH]c(=O)c23)cc1 | -13
(list continues)
SMILES | RBX1-CUL1 inh
O=C(CCCn1c(=O)[nH]c2ccsc2c1=O)N1CCN(c2ccc(Cl)cc2)CC1 | -1
CCc1nnc(NS(=O)(=O)c2ccc(NC(=O)/C=C/c3ccc(OC)cc3OC)cc2)s1 | 17
CSc1ccccc1NC(=O)c1cnn(C)c1 | -1
CC(C)c1ccc(N2CCN(C(=O)c3ccccc3NC(=O)/C=C(\C(=O)O)c3ccccc3)CC2)cc1 | 0
Cn1c(-c2ccc(C(C)(C)C)cc2)n[nH]c1=S | -5
Cc1cccc(NC(=S)NCCO)c1 | 4
COc1ccc(C)cc1NC(=O)NCCn1nnc2cc(S(=O)(=O)N(C)C)ccc21 | 2
CN(C)S(=O)(=O)c1ccc(C(=O)NCCSc2c(-c3ccc(Cl)cc3)[nH]c3ccccc23)cc1 | -1
O=C(Cn1c(C(F)(F)F)nc2ccccc21)N1CCCc2ccccc21 | -3
Cc1nc(N2CCCC2C(=O)NCc2cccc(C(F)(F)F)c2)nc2cc(S(C)(=O)=O)ccc12 (stereo unspecified) | 3
C=CCC(=O)NC1CC(=O)N(CC2CCCCC2)C1 (stereo unspecified) | -3
CCOc1ccc(Br)cc1C(=O)NC(C)CC (stereo unspecified) | 1
CCOC(=O)c1cnc(N2CCN(c3ccccc3F)CC2)[nH]c1=O | -8
Cc1ccc2c(c1)N(Cc1ccc(Cl)cc1)C(C)(C)c1ssc(=S)c1-2 | -1
NS(=O)(=O)c1cccnc1Nc1ccc(Cl)c(Cl)c1 | 7
CC1(C)CC(=O)C(c2nc3ccc(C(=O)c4ccccc4)cc3[nH]2)C(=O)C1 | 2
O=S(=O)(c1ccccc1)c1nnn2c1nc(NC1CCCCCC1)c1sccc12 | -12
Cc1ccccc1CNCCSc1nnnn1-c1ccccc1 | -2
Cc1cc(S(=O)(=O)C(CNC(=O)c2ccc(F)c(F)c2)c2cccs2)ccc1F (stereo unspecified) | -3
Cc1cccc(-n2c(-c3ccco3)nc3c(cnn3-c3ccccc3C)c2=O)c1 | 9
CCN1CCC2(CC1)C1CN(CC)CC=C1C(C#N)C(=N)C2(C#N)C#N (stereo unspecified) | 10
CC(C)CCN1NC(C)(C)NC1=S | -5
O=C(COc1ccccc1)Nc1ccc(Cl)c(-c2nc3ccccc3s2)c1 | 6
C=CCN=C1S/C(=C/N(C)C)C(=O)N1S(=O)(=O)c1ccc(C)cc1 | 4
N#CC1=C(c2ccccc2)N=C(c2ccccc2)C(C#N)C1c1ccc2ccccc2c1 (stereo unspecified) | 5
Next section:
SMILES | RBX1-CUL1 inh
CCCC(=O)N1CCC2(CCCN(Cc3ccc(C(C)C)cc3)C2=O)C1 (stereo unspecified) | -3
Cc1ccc2c(c1)C1(C)C(C#N)CC(=O)CC1O2 (stereo unspecified) | 10
c1ccc(CC2CN(Cc3nc4c(s3)CCCC4)CCO2)cc1 (stereo unspecified) | 5
Cc1nnc(-c2nc3ccccc3s2)c2cn(-c3cccc(Br)c3)nc12 | 1
Cc1cccc(C)c1Nc1c(-c2ccccn2)nc2ccc(Cl)cn12 | -5
CCCC(C(=O)NCc1cccc(Cl)c1)N1Cc2ccccc2C1=O (stereo unspecified) | -6
O=C(Nc1ccc(S(=O)(=O)Nc2nccs2)cc1)C(Cc1cccnc1)=NC(=O)c1cccs1 | 1
Cc1cccc(C(=O)NCC(c2ccc3c(c2)OCO3)N2CCOCC2)c1 (stereo unspecified) | 4
O=C1CCC(=O)N1C1=NC2=C(CCCC2)C2(CCCCC2)S1 | 4
CCCN1CCN(C(=O)Cn2ncc3c4ccccc4n(Cc4cccc(Cl)c4)c3c2=O)CC1 | -5
CN1CCN(S(=O)(=O)c2ccc(NC(=O)c3cc4cc(Br)ccc4oc3=O)cc2)CC1 | -7
Oc1ccc(N=C/C=C/c2cccc(Br)c2)cc1-c1nc2ccccc2s1 | 4
Cn1nnnc1Sc1ccc(Cl)cc1[N+](=O)[O-] | -8
Cc1ccc(C(=O)N=C2CNC(=O)NC2=O)cc1 | 5
Cc1ccc(OCCn2cc(C(=S)N3CCOCC3)c3cc(Br)ccc32)cc1 | 0
O=C(NCCc1ccc(Cl)cc1)c1ccc2c(c1)N(Cc1ccc(F)cc1Cl)C(=O)CS2 | 5
COc1cc(-c2nnc(SCc3c(F)cccc3Cl)o2)cc(OC)c1OC | -9
O=C(Nc1ccc(F)cc1)c1ccccc1NC(=O)C1CC=CCC1C(=O)O (stereo unspecified) | 2
Cn1cc(S(=O)(=O)N2CCCCCC2)cc1C(=O)Nc1ccc(Cl)c(C(F)(F)F)c1 | -5
O=C(Cn1cnc2ccccc21)N1CCCC(Nc2ccc(F)c(F)c2)C1 (stereo unspecified) | -17
CCc1ccccc1NC(=O)CCC(=O)N1CC(C)Oc2ccc(C)cc21 (stereo unspecified) | 8
O=C(COc1ccc(Br)cc1)Nc1ccc(Cl)c(-c2nc3ccccc3[nH]2)c1 | 11
Cc1nn(-c2ccc(N3CCOCC3)nn2)c(C)c1CCC(=O)NCc1ccc(F)cc1 | -7
CN1N=C(C(=O)N2CCCC(CCc3cccc(F)c3)C2)CCC1=O (stereo unspecified) | 13
CC(C)OCCCNC(=O)c1coc(CN2CCN(c3ncccn3)CC2)n1 | -3

A draw from above in order of SMILES length, smallest number first.
SMILES | RBX1-CUL1 inh
CCCC(C(=O)NCc1cccc(Cl)c1)N1Cc2ccccc2C1=O (stereo unspecified) | -6
CCCC(=O)N1CCC2(CCCN(Cc3ccc(C(C)C)cc3)C2=O)C1 (stereo unspecified) | -3
O=C(COc1ccc(Br)cc1)Nc1ccc(Cl)c(-c2nc3ccccc3[nH]2)c1 | 11

(listing goes on)
SMILES | RBX1-CUL1 inh
CCOc1ccc(NC(=O)Nc2ccc3nc(-c4ccccn4)c(-c4ccccn4)nc3c2)cc1 | -1
C=CCn1c(-c2ccc(Cl)cc2Cl)nn(CN2CCOCC2)c1=S | 5
COc1ccc(Nc2ncc3c(n2)CCN(Cc2sccc2C)C3)c(OC)c1 | -10
CCN=C1CC=CC=C(C(=O)/C=C/c2ccc(Cl)c(Cl)c2)C1=O | 62*
Cc1cc2c(cc1S(=O)(=O)Nc1cccc(C(F)(F)F)c1)OCCN2C | -15
Cc1nc(NCCc2cn3ccccc3n2)cc(C2CCNCC2)n1 | 1
COCCNc1ncnc2c1cnn2Cc1ccc(Cl)cc1 | 5
CCN1CCCC1CN(CC1CCN(CCOC)CC1)C(=O)c1cccnc1 (stereo unspecified) | 6
COc1ccc(OC)c(CC(=O)N2CCc3c(cnc(C)c3CNC(=O)c3ccsc3)C2)c1 | 3
Cc1cccc(N2CCN(C(=O)Nc3ccc(F)cc3)CC2C)c1 (stereo unspecified) | -3
Cc1ccc(NC(=O)CCn2nnc(-c3ccc(OCc4ccccc4F)cc3)n2)cc1C | -5
COc1cc(NC(=O)NC(C)c2c(-n3cccc3)sc3c2CCN(C)C3)cc(OC)c1 (stereo unspecified) | -6
CCN(Cc1ccccc1)C(=O)Cn1c(=O)n(-c2cccc(C)c2)c(=O)c2c1c1cc(C)ccc1n2C | 7
CCOc1cc(CC2=NC(=O)N(c3ccccc3)C2=O)ccc1OCc1ccc(C(=O)O)cc1 | 4
COCCCNC(=O)C1C(=O)C(=O)N(CCCOC)C1=O (stereo unspecified) | 1
Cc1cc(C(F)(F)F)nn1CC(=O)NNC(=S)Nc1cccc(Cl)c1 | 1
CCc1ccc(-c2nn(CC(=O)NC3CCCC3)c3c2cnc2ccc(F)cc23)cc1 | -5
COc1ccc(-n2c(SCC(=O)NCc3ccc(Cl)cc3)nc3ccsc3c2=O)cc1 | -10
COc1ccc(N2C(=O)CSC23C(=O)N(C)c2ccccc23)cc1Cl (stereo unspecified) | 2
CC1(C)C2Cc3nc4c(cc3C1C2)CCC4 (stereo unspecified) | 2
CCc1cccc(-c2cc3ccccc3c(N)n2)n1 | 2
Cc1ccsc1C(=O)N1c2ccc(F)cc2CCC1C (stereo unspecified) | 5
C#CCn1c(C2CC(=O)N(Cc3ccc(OC)cc3)C2)nc2ccccc21 (stereo unspecified) | 12
Cn1c(C(=O)c2ccncc2)cc2ccccc21 | -8
O=C1NC(=S)N(c2cccc(Cl)c2Cl)C(=O)/C1=C/c1cn(Cc2ccc3ccccc3c2)c2ccccc12 | -15

Structures shown so far with a nitro group on carbon (two):
SMILES | RBX1-CUL1 inh
Cc1nn(C)c(C(=O)N2CCN(c3cccc(C(F)(F)F)c3)CC2)c1[N+](=O)[O-] | -2
Cn1nnnc1Sc1ccc(Cl)cc1[N+](=O)[O-] | -8

The main list resumes, repeating the 4 entries before the break.
SMILES | RBX1-CUL1 inh
Cc1ccsc1C(=O)N1c2ccc(F)cc2CCC1C (stereo unspecified) | 5
C#CCn1c(C2CC(=O)N(Cc3ccc(OC)cc3)C2)nc2ccccc21 (stereo unspecified) | 12
Cn1c(C(=O)c2ccncc2)cc2ccccc21 | -8
O=C1NC(=S)N(c2cccc(Cl)c2Cl)C(=O)/C1=C/c1cn(Cc2ccc3ccccc3c2)c2ccccc12 | -15
C#CC(C)(C)OCC(O)CN1CCN(c2cc(Cl)ccc2C)CC1 (stereo unspecified) | 14
C/C(=N\NC(=O)c1ccco1)C1C2C=CC(C2)C1(C)C (stereo unspecified) | -6
CCOC(=O)c1c(NC(=O)c2nn3c(c2Cl)NC(c2cccs2)CC3C(F)(F)F)sc2c1CCCC2 (stereo unspecified) | 5
CC1=C(C(N)=O)C(c2ccc(C(F)(F)F)cc2)n2ncnc2N1 (stereo unspecified) | 1
FC(F)(F)C1=NCCN=C(c2ccccc2)C1 | -2
COc1ccccc1OCc1nc(C#N)c(NCCc2ccccc2)o1 | 2
COc1ccc(OC)c(C2C3=C(N=c4s/c(=C/c5ccccc5)c(=O)n42)c2ccccc2CC3)c1 (stereo unspecified) | -7
Cc1n[nH]c(C)c1N1C(=O)c2cccc3cc(Br)cc(c23)C1=O | 3
COc1ccc(-c2nc(Cn3c(SCc4ccc(F)cc4)nc4cccnc43)c(C)o2)cc1 | -8
O=C(Nc1ccc2nc(SCCOc3ccccc3Cl)sc2c1)c1cccs1 | 5
Cc1cc(C)c(C#N)c(SCC(=O)N2N=C3c4ccccc4CCC3C2c2ccc(F)cc2)n1 (stereo unspecified) | -2
O=C(O)c1cc(Cl)ccc1I | -7
CC1=NNc2nc3c(c(=O)n(Cc4ccccc4C)c(=O)n3C)n2C1C (stereo unspecified) | 1
NC1=NC2=C(CCCC2)C2(CCCCC2)S1 | 1
CCc1noc(C)c1C(=O)Nc1ccc(N(C)C)cc1 | -4
Cc1cccc(S(=O)(=O)Nc2ccc(F)c(Cl)c2)c1 | 3
CCc1nnc(NC(=O)CSc2nc3c([nH]c4ccccc43)c(=O)n2-c2ccc(Cl)cc2)s1 | 2
O=C(NC(=S)NC1CCSC1=O)c1cccs1 (stereo unspecified) | 12
Cc1cc(=O)n(Cc2ccc(Br)cc2F)c2c1c(C)nn2-c1ccccc1 | -7
COc1cc2c(cc1NC(=O)c1cnn(C)c1)oc1ccccc12 | -3
O=C(CSc1cn(CC(=O)N2CCOCC2)c2ccccc12)Nc1ccccc1 | 0
O=c1c2sc3ccccc3c2n(Cc2cccc(F)c2)c(=O)n1CCc1ccccc1 | -10
Cc1nnc(SCc2cc(=O)[nH]c(Nc3nc(C)c4cccc(C)c4n3)n2)s1 | 10
Cc1ccc(-c2cn3ccc(C)cc3n2)cc1 | 4
CCOC(=O)c1sc2nc(SC)nc(OCC)c2c1N | -2
S=C(c1ccc(Br)cc1)N1CCCCC1 | 7
Cc1ccc(C(=O)O)cc1NC(=O)c1cccs1 | 0
Cc1cccc(N(C)c2nc3ccc(C(=O)c4ccccc4)cc3n3c(C)nnc23)c1 | 11

Structural class: the compounds so far with a tert-butyl group.
SMILES | RBX1-CUL1 inh
CCc1ccc(NC(=O)c2ccnc(C(C)(C)C)c2)cc1 | 10
Cn1c(-c2ccc(C(C)(C)C)cc2)n[nH]c1=S | -5

Only part of the results is shown; the hit share may differ from the screen's.
